Screening results (PubChem BioAssay)
VIM-2 inhibitor – VIM-2 metallo-beta-lactamase inhibitors, primary screen, biochemical, epi-absorbance readout, Pseudomonas aeruginosa enzyme | purified VIM-2, nitrocefin hydrolysis, epi-absorbance fluorescence | inhibition, % at 5.6 µM | hit rate 0.89% among 290,000 | AID 1527, 2009;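 active = inhibition above the mean of all tested compounds plus 3 SD, cutoff set per screening run, cut at about 7.5% in these data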;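 note: red hydrolysis product quenches plate fluorescence so inhibitors raise well fluorescence; 0% = enzyme with DMSO and 100% = DMSO without enzyme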
M18AAP inhibitor – PfM18AAP inhibitors, malaria aminopeptidase, primary screen, biochemical, QFRET, recombinant enzyme. M18 aspartyl aminopeptidase (Plasmodium falciparum 3D7). H-Glu-NHMec fluorogenic cleavage. inhibition, % at 7.35 µM. hit rate 1.2% among 290,000;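 active = inhibition above the campaign mean inhibition over all tested compounds plus 3 SD, cut at about 28% in these data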;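 note: 0% = plate median of test compound wells and 100% = 2 mM ZnCl2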
p-CIP stab down – p/CIP-EGFP fusion destabilizers, primary screen, fluorescence, F442A cells; AID 1984, 2009; 16 h; hit rate 0.01% among 290,000; decrease of EGFP signal, % at 10 µM;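 active = EGFP signal decrease of at least 30% at 10 µM or well 3 SD below plate mean, unless failing retest; inactive = the rest, including hits failing retest or dose response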; note: some compounds called inactive have numbers as strong as hits; many of its hits are not listed in these tables
DNA FID counter – compounds displacing fluorescent DNA intercalator, primary screen, artefact control for HCV NS3 helicase inhibitor project, biochemical, FID fluorescence; hit rate 0.17% among 290,000; AID 1845, 2009; DNA fluorescent intercalator displacement; inhibition, % at 7.9 µM; in the data active = inhibition above about 37%;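 note: 0% = vehicle and 100% = reference compound; higher means more ethidium bromide displaced from hairpin DNA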
IDE inh – human IDE inhibitors in live cells, primary screen, fluorescence polarization, HEK cells, FAbetaB substrate; FAbetaB cleavage; hit rate 0.41% among 320,000; Insulin-degrading enzyme (Homo sapiens), P14735; inhibition, % at 5.59 µM; AID 434962, 2010;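 active = percent inhibition above the average of all tested compounds plus 3 SD, set per screening campaign, cut at about 16% in these data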;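 note: IDE supplied by intact live HEK cells; FP after avidin binding of uncleaved biotin substrate so inhibition keeps polarization high; 0% = DMSO wells and 100% = 60 µM reference IDE inhibitor Ii1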
Target sequence (P14735 whole entry, looked up): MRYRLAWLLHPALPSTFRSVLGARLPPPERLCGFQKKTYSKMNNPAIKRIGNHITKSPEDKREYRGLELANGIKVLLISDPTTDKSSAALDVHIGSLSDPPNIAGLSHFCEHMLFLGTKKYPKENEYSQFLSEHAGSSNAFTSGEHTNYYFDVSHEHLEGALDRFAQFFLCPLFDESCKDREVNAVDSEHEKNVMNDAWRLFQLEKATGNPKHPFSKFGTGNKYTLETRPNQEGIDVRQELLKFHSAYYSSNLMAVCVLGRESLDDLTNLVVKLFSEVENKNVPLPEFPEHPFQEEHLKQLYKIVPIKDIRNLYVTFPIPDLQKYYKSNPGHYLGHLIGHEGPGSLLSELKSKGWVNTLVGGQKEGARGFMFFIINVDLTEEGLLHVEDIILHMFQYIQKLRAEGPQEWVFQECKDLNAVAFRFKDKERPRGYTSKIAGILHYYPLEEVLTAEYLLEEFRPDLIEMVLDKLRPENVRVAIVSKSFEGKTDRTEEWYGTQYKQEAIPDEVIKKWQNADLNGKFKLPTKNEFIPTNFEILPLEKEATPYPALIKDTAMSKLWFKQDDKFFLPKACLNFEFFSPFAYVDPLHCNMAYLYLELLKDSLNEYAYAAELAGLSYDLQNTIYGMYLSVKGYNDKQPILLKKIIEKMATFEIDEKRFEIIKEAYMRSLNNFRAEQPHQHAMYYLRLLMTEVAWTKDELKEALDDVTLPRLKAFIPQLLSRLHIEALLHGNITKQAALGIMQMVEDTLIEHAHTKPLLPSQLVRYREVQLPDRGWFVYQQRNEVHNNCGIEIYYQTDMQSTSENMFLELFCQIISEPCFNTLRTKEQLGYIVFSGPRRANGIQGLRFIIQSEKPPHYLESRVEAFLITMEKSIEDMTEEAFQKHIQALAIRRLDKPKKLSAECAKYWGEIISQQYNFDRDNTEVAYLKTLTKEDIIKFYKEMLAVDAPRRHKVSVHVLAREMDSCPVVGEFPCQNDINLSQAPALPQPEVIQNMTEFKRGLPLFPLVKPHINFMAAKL
HCV NS3 hel inh – inhibitors of HCV NS3 helicase, primary screen, biochemical, Cy5 molecular beacon fluorescence. inhibition, % at 10.9 µM. NS3 helicase DNA unwinding. hit rate 0.56% among 290,000. AID 1800, 2009. Hepatitis C virus NS3 helicase;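 active = inhibition above the mean of all tested compounds plus 3 SD, set per campaign, cut at about 35% in these data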;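 note: 0% = DMSO wells and 100% = thioflavine S control wells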
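Compound dosing – single dose, 10.9 µM nominal final, DMSO 0.8% final · System – NS3 helicase fragment of HCV · Buffer or medium – MOPS pH 6.5, MgCl2, DTT, Tween20, BSA · Signal – Cy5 beacon fluorescence read at start and 1 h · Also added – annealed dual-labelled DNA beacon duplex, ATP-started · Schedule – 1 h at 25 °C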
IDE cell activ – human IDE activators in live cells, primary screen, fluorescence polarization, HEK cells, FAbeta-B substrate; Insulin-degrading enzyme (Homo sapiens), P14735; FAbeta-B cleavage; 0% vehicle, 100% cell-free pure enzyme wells; activation, % at 5.96 µM; hit rate 0.073% among 340,000;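 active = activation above the mean of all tested compounds plus 3 SD, set per screening campaign, cut at about 17% in these data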
IMP-1 inhibitor – IMP-1 metallo-beta-lactamase inhibitors, primary screen, biochemical, epi-absorbance readout, Pseudomonas aeruginosa enzyme; inhibition, % at 5.6 µM; hit rate 0.45% among 290,000; metallo-beta-lactamase IMP-1 (Pseudomonas aeruginosa); purified IMP-1, nitrocefin hydrolysis, epi-absorbance fluorescence;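 active = inhibition above the mean plus 3 SD of all compounds in the same screening run, cut at about 4.5% in these data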;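 note: 0% = IMP-1 with DMSO and 100% = DMSO wells lacking enzyme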
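System: Purified IMP-1 | Read-out basis: Percent enzyme inhibition | Controls: IMP-1 with DMSO as 0%, enzyme-free DMSO as 100% | Replicates: One well per compound | Doses: 5.6 µM nominal single concentration | Detection: Epi-absorbance fluorescence, 480 nm excitation, 530 nm emission | Incubation: 25 °C, 15 min preincubation, 25 min reaction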
UBC9 SUMO inh – inhibitors of in vitro SUMOylation cascade, primary screen, biochemical, HTRF, uHTS; HTRF SUMOylation assay, SAE1/SAE2 + UBC9; hit rate 0.36% among 290,000; SUMO-conjugating enzyme UBC9 (Homo sapiens), P63279; inhibition, % at 35 µM; in the data active = inhibition above about 50%, passing the limit was not always enough; note: strong numbers were not always called active
The depositor's hits bear a star; . = no result given.

SMILES | VIM-2 inhibitor | M18AAP inhibitor | p-CIP stab down | DNA FID counter | IDE inh | HCV NS3 hel inh | IDE cell activ | IMP-1 inhibitor | UBC9 SUMO inh
CCC(=O)Nc1ccc(-c2cc(-c3ccccc3)nc(-c3ccc(NC(=O)CC)cc3)n2)cc1 | -0.3 | 5 | 0 | -1 | -2 | -21 | -3 | -2.7 | 14
O=C(C1CCCN(c2ncnc3c2nc2n3CCCCC2)C1)N1CCN(c2ccc(F)cc2)CC1 (stereo unspecified) | -1.0 | 7 | -14 | -63 | 3 | -4 | -6 | -4.5 | 0
COC(=O)C(C(=O)OC)c1ccccc1[N+](=O)[O-] | -7.1 | -9 | -8 | 0 | 4 | -8 | 0 | -3.0 | -6
CC1(C)CC(=O)c2cnc(NC(=O)c3ccco3)nc2C1 | -2.8 | -2 | -7 | -2 | 7 | 9 | 5 | -4.6 | 13
Cc1ccc(NC(=O)CN(C)CC(=O)Nc2ccccc2C(=O)Nc2ccccc2)cc1 | 0.2 | -8 | -30 | -9 | 2 | -5 | 2 | -3.5 | -3
C/C(=N\Nc1nc(C)cc(-c2ccccc2)n1)c1ccc(C)o1 | 1.0 | 52* | -2 | -11 | -4 | 1 | 5 | -0.4 | -20
CCC(CNc1cc(OC)cc2cccnc12)NC1CCCCC1 (stereo unspecified) | 1.2 | 16 | -3 | 10 | 1 | 8 | 3 | -0.8 | 102*
CC(Oc1ccc(-c2ccccc2)cc1)C(=O)N/N=C/c1cccnc1 (stereo unspecified) | -3.8 | 2 | 10 | -32 | 13 | -13 | -8 | -2.8 | 16
O=C1c2cccc3cccc(c23)C(=O)N1CCCN1CCN(c2ccc(F)cc2)CC1 | -3.8 | -2 | 1 | 4 | 9 | 2 | 8 | -2.2 | -17
CCC1(C)Cc2ccccc2/C(=C/C(=O)N2CCCCC2)N1 (stereo unspecified) | -3.8 | -1 | 1 | -6 | 1 | -10 | 4 | -2.5 | -10
Clc1ccc(Br)cc1-c1nc(-c2ccncc2)no1 | -0.2 | -8 | 5 | 0 | -3 | -8 | 4 | -0.3 | -12
COc1ccc(-c2cc(C(=O)N(C)Cc3ccccc3F)c3ccccc3n2)cc1OC | -2.5 | 0 | 2 | -45 | 1 | -21 | 9 | -4.3 | 2
CCCCC(=O)Nc1cccc(-c2nc3ncccc3o2)c1 | -3.0 | 0 | 6 | -19 | 3 | 0 | 2 | -4.5 | 12
CCCCC(=O)Nc1cccc(C(=O)Nc2ccccc2C(=O)O)c1 | -2.4 | -19 | -8 | -28 | 5 | 19 | 2 | -1.8 | -10
CCn1c(SCC(=O)NC2CCCC2)nc2c1c(=O)n(C)c(=O)n2C | -3.6 | 6 | -5 | -9 | -4 | 6 | 3 | -4.1 | 11

Already shown: two of the compounds above.
SMILES | VIM-2 inhibitor | M18AAP inhibitor | p-CIP stab down | DNA FID counter | IDE inh | HCV NS3 hel inh | IDE cell activ | IMP-1 inhibitor | UBC9 SUMO inh
CCC(=O)Nc1ccc(-c2cc(-c3ccccc3)nc(-c3ccc(NC(=O)CC)cc3)n2)cc1 | -0.3 | 5 | 0 | -1 | -2 | -21 | -3 | -2.7 | 14
O=C(C1CCCN(c2ncnc3c2nc2n3CCCCC2)C1)N1CCN(c2ccc(F)cc2)CC1 (stereo unspecified) | -1.0 | 7 | -14 | -63 | 3 | -4 | -6 | -4.5 | 0

Going on with the list:
SMILES | VIM-2 inhibitor | M18AAP inhibitor | p-CIP stab down | DNA FID counter | IDE inh | HCV NS3 hel inh | IDE cell activ | IMP-1 inhibitor | UBC9 SUMO inh
O=C(Nc1ccc(F)cc1)c1ccc(S(=O)(=O)N2CCOCC2)o1 | -0.8 | -13 | -5 | -6 | 5 | 1 | . | -1.1 | 15
O=C(/C=C/c1ccccc1)NNc1ccc(Cl)cc1 | 2.4 | 12 | 26 | 1 | 5 | -2 | -1 | 0.5 | -3
O=C(CSc1nnc(-c2ccccc2Cl)o1)N1CCOCC1 | 0.0 | -3 | 0 | -9 | 4 | 7 | 2 | -2.5 | 8
COc1ccc(CN2CCNC(=O)C2CC(=O)NC2CCCC2)c(OC)c1 (stereo unspecified) | -3.5 | 5 | -4 | -14 | 1 | -13 | 2 | -1.6 | .
COc1ccc(OC(=O)c2ccc(Cl)cc2)c(C(C)=O)c1 | 1.4 | -10 | 18 | -3 | 2 | 8 | 4 | -1.1 | 8
CN(Cc1ccccc1)CC(O)COc1ccc(CNCc2cccnc2)cc1 (stereo unspecified) | -2.4 | 1 | -13 | 10 | -2 | -3 | -3 | -0.2 | 10
COc1ccc(Br)cc1CN(C)C(=O)CNC(=O)c1ccc2ccccc2c1 | 2.4 | 5 | 9 | -32 | 10 | -17 | 2 | -1.5 | -12
COC(CN(C)C(=O)C1CCC(CNS(=O)(=O)c2ccc(C)cc2)CC1)OC (stereo unspecified) | -1.9 | -4 | -2 | -39 | -1 | 6 | 2 | -1.3 | -2
COc1ccc(CNC(=O)/C=C/c2ccco2)cc1OC | -5.4 | -3 | -8 | -12 | -3 | 5 | 4 | -3.0 | 14
Cn1nc(C(=O)NC2=NCCS2)ccc1=O | -0.4 | -10 | 4 | -1 | -5 | -2 | 1 | -3.3 | 17
CC1(C)Cc2c(sc3c2C(=O)N(c2ccccc2)C2=NCCN23)CS1 | -0.6 | -2 | 3 | 2 | 2 | -1 | -2 | -1.4 | -6
COc1ccc(C)cc1NCc1ccc(OC)c(C)c1OC | -2.7 | 7 | 8 | 1 | 6 | -1 | -1 | -2.4 | -7
COC(=O)CN1C(=O)[C@H]2[C@@H](c3ccc(C)o3)N3C(=O)CN(Cc4ccccc4)C(=O)[C@@]3(Cc3ccccc3)[C@H]2C1=O | 0.4 | -23 | -13 | -28 | -2 | 5 | -4 | -0.7 | 8
O=C(OCc1cccc2ccccc12)c1ccc2c(=O)[nH]c(CN3CCOCC3)nc2c1 | 0.2 | 5 | -3 | -1 | . | -2 | 2 | -5.6 | -18
COc1ccc(CC(=O)Nc2ccc3c(c2)CCC3)cc1S(=O)(=O)N1CCOCC1 | -4.0 | 7 | 1 | -18 | 5 | -4 | -3 | -2.6 | -20
C=Cc1ccc(Cn2c(=O)n(C)c(=O)c3sccc32)cc1 | 0.5 | 0 | -7 | -15 | 3 | -4 | -2 | -1.9 | 1
O=C(Nc1ccc(CN2CCCCC2)cc1)c1cccc(F)c1 | -2.5 | -4 | 6 | 4 | -2 | 0 | 0 | -1.8 | 6
COc1cccc(C2CC(c3cccs3)=NN2C(=O)CSC2=NN3CCCC(=O)N=C3S2)c1OC (stereo unspecified) | -7.2 | 4 | 4 | -35 | -5 | -9 | 5 | -2.8 | 12
Oc1c(CN2CCCC(C(F)(F)F)C2)cc(Cl)c2ccccc12 (stereo unspecified) | -4.3 | 13 | -14 | 2 | -1 | 21 | -4 | -2.3 | 22
Nc1nonc1C(=O)OCC(=O)N1CCCCC1 | -0.1 | 6 | -18 | -1 | 6 | 3 | 3 | 3.6 | -20
O=C(OCCN=C1NS(=O)(=O)c2ccccc21)c1ccccc1F | -0.7 | 1 | -2 | -8 | -6 | 4 | 2 | -0.1 | 3
COc1ccccc1Nc1ncccc1C(=O)NCc1ccccc1 | -6.3 | 1 | 7 | -17 | 5 | 6 | 1 | -3.0 | -1
CCOc1ccc(CN2CCN(CC(O)Cn3c4ccccc4c4ccccc43)CC2)cc1 (stereo unspecified) | -2.5 | 1 | 6 | 25 | -5 | -84 | 1 | -0.4 | -38
Fc1ccc(Oc2ncccn2)c(F)c1 | -2.0 | -4 | -3 | 0 | -5 | 0 | -1 | -1.3 | 11
Cc1cc(C)n(-c2nncn2NC(=O)c2ccc(Cl)cc2O)n1 | -0.5 | 5 | 2 | -24 | 4 | 31 | 6 | -2.8 | 18
Cc1c(NS(=O)(=O)c2ccc(Br)cc2)c(=O)n(-c2ccccc2)n1C | -1.9 | 1 | -6 | -11 | 4 | -1 | 0 | -2.4 | 7
CCOC(=O)C1CCCN(C(=O)c2cc3c(=O)n4ccccc4nc3s2)C1 (stereo unspecified) | 0.1 | 1 | -12 | -20 | -1 | 13 | 0 | -2.6 | 31
O=C(CSc1ccsc1[N+](=O)[O-])N1CCCCC1 | -2.5 | 2 | -4 | -2 | 0 | 4 | 0 | -1.1 | 14
O=C(NCCCCNC(=O)c1ccccn1)c1ccccn1 | -1.1 | 3 | 2 | 2 | -13 | 2 | -4 | -2.8 | -3
CS(=O)(=O)N1CCC(C(=O)NCCN2CCN(Cc3ccccc3)CC2)CC1 | -0.6 | -3 | -7 | 1 | 0 | -15 | 3 | -1.6 | 8
CC(C)CC1(C(=O)NCc2ccccn2)C=CCN1C(=O)c1ccccc1 (stereo unspecified) | -2.9 | -3 | 1 | -10 | 2 | 4 | -4 | -3.2 | -5
Cc1ccc(Nc2c3c(nc4ncnn24)CC(C)CC3)cc1 (stereo unspecified) | -1.4 | 5 | -5 | -22 | -6 | 1 | -2 | -2.2 | 25
Cc1nc2ccccc2nc1OCc1cccc([N+](=O)[O-])c1 | 0.9 | -3 | -18 | 2 | 6 | 4 | 3 | -2.8 | 3
CCOC(=O)C1CCN(C(=O)CNC(=O)c2nn(-c3ccc(OC)cc3OC)c(=O)c3ccccc23)CC1 | -1.3 | -2 | -8 | -45 | 0 | -6 | 4 | -1.8 | -2
Cc1ccc(-c2nc3ncccc3o2)cc1NC(=O)c1sc2ccccc2c1Cl | -0.9 | 7 | -7 | -2 | -4 | 2 | 2 | -0.2 | -3
CCCN(CC(=O)c1cc(C)n(C)c1C)S(=O)(=O)c1cccc(C(F)(F)F)c1 | 0.6 | 1 | -3 | -18 | -5 | 1 | 5 | -2.9 | -9
COc1ccc(CCN2C(=O)CC(Cc3ccccc3)C2=O)cc1OC (stereo unspecified) | -1.5 | -1 | -6 | -28 | 6 | -4 | -3 | -2.5 | 6
CC(C)N(C(=O)CSc1nc2c([nH]1)c(=O)n(C)c(=O)n2C)c1ccccc1 | -1.7 | -5 | 10 | -17 | 3 | 3 | -8 | -0.3 | 11
CC(C)CNC(=S)NNC(=O)c1ccc2c(c1)OCO2 | -5.3 | 17 | -5 | -1 | 1 | 3 | 5 | -2.7 | 2
CC1CCCC(NC(=O)c2ccc(COc3ccccc3)o2)C1C (stereo unspecified) | -1.4 | 4 | 1 | -23 | 4 | -2 | 5 | -0.5 | -10
Cc1nn2c(-c3ccccn3)ccnc2c1Br | 2.0 | -4 | -4 | -2 | -2 | 11 | 0 | 0.0 | 8
Cc1ccccc1NC(=O)CCN1CCc2ccccc2C1 | -3.6 | 2 | -2 | 2 | 0 | -2 | 3 | -2.8 | 8
